# Screening data: PubChem BioAssay, several laboratories
# TcdB GH inh – TcdB glycohydrolase inhibition. inhibition, % at 9.99 µM. P18177. hit rate 0.24% among 350,000. TcdB glycohydrolase enzymatic assay, plate reader; in the data active = inhibition above about 10%
# Target sequence (P18177 whole entry, looked up): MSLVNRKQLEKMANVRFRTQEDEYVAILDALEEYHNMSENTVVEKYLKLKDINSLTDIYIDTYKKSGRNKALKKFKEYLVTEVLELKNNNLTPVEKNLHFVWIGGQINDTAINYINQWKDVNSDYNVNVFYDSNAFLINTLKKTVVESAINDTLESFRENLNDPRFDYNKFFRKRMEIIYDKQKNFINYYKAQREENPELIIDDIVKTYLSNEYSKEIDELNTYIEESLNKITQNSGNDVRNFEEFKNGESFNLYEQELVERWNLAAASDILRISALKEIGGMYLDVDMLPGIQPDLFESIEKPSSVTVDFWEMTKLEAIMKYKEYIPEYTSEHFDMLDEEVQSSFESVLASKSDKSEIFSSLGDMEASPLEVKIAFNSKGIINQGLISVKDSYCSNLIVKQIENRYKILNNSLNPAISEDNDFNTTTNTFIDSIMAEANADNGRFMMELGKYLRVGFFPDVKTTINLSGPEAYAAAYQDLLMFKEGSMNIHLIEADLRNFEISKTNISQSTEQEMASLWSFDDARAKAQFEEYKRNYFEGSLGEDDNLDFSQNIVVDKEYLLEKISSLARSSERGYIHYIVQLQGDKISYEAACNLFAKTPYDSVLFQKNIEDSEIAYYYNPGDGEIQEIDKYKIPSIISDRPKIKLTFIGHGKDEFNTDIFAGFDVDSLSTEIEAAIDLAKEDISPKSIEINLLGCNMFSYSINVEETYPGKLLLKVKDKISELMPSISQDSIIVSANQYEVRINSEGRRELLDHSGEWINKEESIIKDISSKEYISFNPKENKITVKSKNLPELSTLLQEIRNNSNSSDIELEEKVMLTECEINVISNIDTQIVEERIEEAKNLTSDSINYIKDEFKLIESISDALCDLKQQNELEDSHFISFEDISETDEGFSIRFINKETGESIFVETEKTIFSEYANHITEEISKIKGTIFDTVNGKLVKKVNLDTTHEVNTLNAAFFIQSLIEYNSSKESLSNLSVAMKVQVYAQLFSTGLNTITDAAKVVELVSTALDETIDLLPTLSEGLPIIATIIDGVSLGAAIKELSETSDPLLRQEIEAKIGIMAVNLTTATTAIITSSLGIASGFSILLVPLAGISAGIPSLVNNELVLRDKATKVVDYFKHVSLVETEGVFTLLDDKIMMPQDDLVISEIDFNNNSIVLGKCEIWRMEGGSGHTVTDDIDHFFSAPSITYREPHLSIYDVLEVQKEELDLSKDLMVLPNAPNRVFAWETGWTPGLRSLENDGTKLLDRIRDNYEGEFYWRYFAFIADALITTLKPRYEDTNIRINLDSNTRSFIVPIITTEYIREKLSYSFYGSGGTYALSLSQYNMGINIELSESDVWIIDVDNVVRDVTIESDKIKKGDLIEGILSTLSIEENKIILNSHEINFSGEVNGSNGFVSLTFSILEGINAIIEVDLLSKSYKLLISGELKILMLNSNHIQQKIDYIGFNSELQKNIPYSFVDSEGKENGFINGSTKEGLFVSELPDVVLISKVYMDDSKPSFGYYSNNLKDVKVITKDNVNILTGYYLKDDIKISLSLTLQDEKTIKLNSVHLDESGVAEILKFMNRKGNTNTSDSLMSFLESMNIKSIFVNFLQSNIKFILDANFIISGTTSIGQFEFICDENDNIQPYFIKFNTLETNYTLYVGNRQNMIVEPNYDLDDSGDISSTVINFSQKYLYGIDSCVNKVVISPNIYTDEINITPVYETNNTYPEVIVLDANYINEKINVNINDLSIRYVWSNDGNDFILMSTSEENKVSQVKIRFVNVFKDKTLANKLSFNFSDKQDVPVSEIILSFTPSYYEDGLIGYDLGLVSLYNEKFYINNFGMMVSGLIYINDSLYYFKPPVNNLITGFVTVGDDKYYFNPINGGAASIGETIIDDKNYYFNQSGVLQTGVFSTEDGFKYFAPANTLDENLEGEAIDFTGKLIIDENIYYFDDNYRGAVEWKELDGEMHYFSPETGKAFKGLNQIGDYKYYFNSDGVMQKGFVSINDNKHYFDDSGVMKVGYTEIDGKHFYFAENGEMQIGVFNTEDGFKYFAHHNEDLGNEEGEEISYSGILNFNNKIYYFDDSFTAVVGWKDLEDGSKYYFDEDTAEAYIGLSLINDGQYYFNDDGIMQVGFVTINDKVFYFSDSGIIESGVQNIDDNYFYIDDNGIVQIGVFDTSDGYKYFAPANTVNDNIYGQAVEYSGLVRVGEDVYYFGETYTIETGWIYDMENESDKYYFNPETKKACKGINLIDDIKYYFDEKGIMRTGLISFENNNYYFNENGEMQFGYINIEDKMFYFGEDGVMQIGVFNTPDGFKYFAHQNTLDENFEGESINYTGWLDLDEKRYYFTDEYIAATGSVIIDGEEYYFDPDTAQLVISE
# BoNT A protease – BoNT A light chain protease inhibition | multiplex microsphere protease substrate cleavage, flow cytometry | inhibition, % at 10 µM | hit rate 0.17% among 360,000 | AID 588499; note: plate controls were buffer without enzyme for full effect and enzyme alone for no effect
# Anthrax LF prot – inhibitors of Bacillus anthracis lethal factor protease. multiplex microsphere protease cleavage assay, LF. inhibition, % at 10 µM. hit rate 0.12% among 360,000; note: plate controls were buffer without enzyme for full effect and enzyme alone for no effect
# 3CLpro inhibitor – SARS-CoV 3CLpro protease inhibition; recombinant SARS-CoV 3CLpro, quenched FRET peptide cleavage; hit rate 0.14% among 290,000; AID 1706; inhibition, % at 6 µM; in the data active = inhibition above about 12%
# PfHsp40 yeast – rescue of PfHsp40-mediated yeast toxicity. S. cerevisiae expressing PfHsp40, growth rescue, ATP luminescence. growth rescue, % at 12.5 µM. hit rate 0.68% among 340,000. AID 504582; in the data active = growth rescue above about 28%, passing the limit was not always enough; inconclusive = no clear call, values can overlap the other calls;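 note: yeast W303a lacking pdr1 and pdr3 grown in galactose medium; growth measured after three days at 30 °C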
# BH1578 lux ind – induces V. cholerae light production without autoinducers. V. cholerae BH1578 lux reporter, luminescence, 6 h. activation, % at 18.7 µM. hit rate 0.16% among 350,000; in the data active = activation mostly above about 9.7%, no sharp cut-off; inconclusive = no clear call, values can overlap the other calls; inactive = mostly below about 3.7%; note: not every result past the cut was called active; inactives centre near 0; reference of the scale not given here
# PrPC TRFRET – reduces human prion protein on the cell surface; P04156; cell surface PrPC, TR-FRET read-out; inhibition, % at 13.8 µM; hit rate 0.43% among 370,000; AID 720596; in the data active = inhibition above about 24%; note: 0% = median of the test wells and 100% = reference compound wells
# SSB-PriA inh – inhibitors of Klebsiella pneumoniae PriA binding to SSB C-terminal tail; AlphaScreen SSBct-PriA binding, biotinylated peptide; inhibition, % at 33 µM; hit rate 0.6% among 430,000; in the data active = inhibition mostly above about 37%, no sharp cut-off; inactive = mostly below about 20%;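 note: plate controls were negative control peptide for no effect and reference peptide for full effect; strong numbers were not always called active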
# Y pestis TopoI – inhibitors of Yersinia pestis topoisomerase I; Y. pestis Topo-I cleavage product accumulation, plate reader; hit rate 0.064% among 360,000; activity, % at 10 µM; in the data active = activity above about 50%, passing the limit was not always enough; inconclusive = no clear call, values can overlap the other calls; note: inactives centre near 2
# * marks the source's active call; other numbers are inactive results; i = inactive; u = inconclusive; x = not tested or not shown; & = joins results of further samples. Cut-off read from the data, not from the text of the source, unless noted: active = inhibition above about 30%; inconclusive = no clear call, values can overlap the other calls; inactive = below that. Some of the compounds tested (hit frequency here may not be typical).
SMILES,TcdB GH inh,BoNT A protease,Anthrax LF prot,3CLpro inhibitor,PfHsp40 yeast,BH1578 lux ind,PrPC TRFRET,SSB-PriA inh,Y pestis TopoI
CS(=O)(=O)N1CCCCC1c1cc(C(=O)Nc2ccccc2)no1 (stereo not given),-0.1,0.1,-11,x,x,-0.4,3,x,-6
c1ccc(N(c2ccccc2)c2nc(N3CCCC3)nc(-n3ccnc3)n2)cc1,x,-1.6,-4,4,0.2,i,-3,-2,0
c1ccc(-c2ccc(C3CCCN3)cc2)cc1 (stereo not given),2.7,0.2,-6,0,-0.8,-1.6,-4,0,8
CNC(C(=O)c1ccccc1)C(OC)c1ccccc1 (stereo not given),x,0.0,0,-1,0.0,1.4,-3,4,4
CCC(C)c1ccc(NC(=O)C2CC3CCC2C3)cc1 (stereo not given),1.4,-0.6,-2,x,9.1,-0.9,-1,-5,26
CC(=O)c1ccc(NC(=O)CCNS(=O)(=O)c2ccccc2F)cc1,1.7,0.5,-2,-3,11,i,9,0,0
CC(=O)NC(C)Cc1ccccc1 (stereo not given),x,0.1,-7,1,0.1,i,-4,-11,0
CCn1c(SCc2ccccc2)nnc1-c1ccc(S(=O)(=O)N2CCCCC2)cc1,x,2.0,5,4,1.1,-0.5,5,-19,-9
COc1ccc(CCNS(=O)(=O)c2ccc(Br)s2)cc1,1.3,0.1,2,0,4.4,0.2,-5,-7,13
COc1ccccc1N1CCN(C(=O)c2ccc(-c3nc4ccccc4s3)o2)CC1,0.5,2.6,3,x,-0.4,i,-8,10,17
COc1ccccc1CC(=O)NN1C(=O)c2ccccc2C1=O,1.1,-0.1,2,-4,-1.4,-0.3,-4,-5,2
CCN(CC)CC(=O)Nc1sc(C)c(C)c1C(=O)c1ccc(C)cc1,9.4,-0.9,-6,2,0.9,i,3,2,-2
CCOC(=O)c1cc(-c2ccccc2)n(CCC(=O)N2CCN(c3ccccn3)CC2)c1C,x,-0.3,-2,1,2.6,0.8,-3,28,18
CC1=C(C(=O)N(C)C)CC(CC(=O)NCCCCc2ccccc2)C(=O)N1CCCN1CCCC1=O (stereo not given),0.7,-0.1,-2,x,x,-0.4,-3,x,-7
Brc1ccc2nc(CSc3ncn[nH]3)cn2c1,x,0.2,1,-4,0.7,-0.6,0,-12,-1

# Brought forward from above: 6 compounds, then new ones.
SMILES,TcdB GH inh,BoNT A protease,Anthrax LF prot,3CLpro inhibitor,PfHsp40 yeast,BH1578 lux ind,PrPC TRFRET,SSB-PriA inh,Y pestis TopoI
COc1ccccc1N1CCN(C(=O)c2ccc(-c3nc4ccccc4s3)o2)CC1,0.5,2.6,3,x,-0.4,i,-8,10,17
COc1ccccc1CC(=O)NN1C(=O)c2ccccc2C1=O,1.1,-0.1,2,-4,-1.4,-0.3,-4,-5,2
CCN(CC)CC(=O)Nc1sc(C)c(C)c1C(=O)c1ccc(C)cc1,9.4,-0.9,-6,2,0.9,i,3,2,-2
CCOC(=O)c1cc(-c2ccccc2)n(CCC(=O)N2CCN(c3ccccn3)CC2)c1C,x,-0.3,-2,1,2.6,0.8,-3,28,18
CC1=C(C(=O)N(C)C)CC(CC(=O)NCCCCc2ccccc2)C(=O)N1CCCN1CCCC1=O (stereo not given),0.7,-0.1,-2,x,x,-0.4,-3,x,-7
Brc1ccc2nc(CSc3ncn[nH]3)cn2c1,x,0.2,1,-4,0.7,-0.6,0,-12,-1
O=C(Cn1c(=O)sc2ccccc21)Nc1ccc(O)cc1,1.6,0.2,-3,-2,0.9,-0.4,-6,-10,-16
Cc1c(N=C2NC(=O)C(CC(=O)Nc3ccc(Cl)cc3)S2)c(=O)n(-c2ccccc2)n1C (stereo not given),x,-0.4,1,-2,-0.5,i,-3,-7&-6&-14,10
Cc1ncc(CN2CCN(CCC(C)C)C(CCO)C2)s1 (stereo not given),0.3,-0.4,0,-1,0.4,i,-2,-14,2
COc1cccc(NC(=O)CN2C(=O)C3(OCCCO3)c3ccccc32)c1,-3.4,u,-3,-4,-0.1,i,x,-22,-13
CCCCC1CC(CSC(=N)N)OC1=O (stereo not given),x,-1.6,6,2,-0.5,i,1,-7,-7
CC[C@]12c3[nH]c4ccc(Cl)cc4c3CCN1C(=O)[C@@H](CC(=O)NCCCn1ccnc1)C[C@@H]2C(=O)N1CCN(C(=O)C2CC2)CC1,0.4,-0.1,4,x,-1.7,1.9,-4,2,5
Cn1ncc(Br)c1N1C(=O)CCC1=O,-4.2,-1.0,1,1,0.6,-1.3,7,-9,8
CC(=O)c1ccc(N2CCN(C(=O)C(=O)c3cn(CC(=O)N4CCOCC4)c4ccccc34)CC2)cc1,-1.5,-0.5,-2,x,x,-0.4,-3,18,4
CC[C@H](C)[C@@H]1NC(=O)[C@@H](CC(C)C)NC(=O)[C@H](C(C)C)NC(=O)[C@H]2CSSC[C@H](NC1=O)C(=O)N2,0.8,-0.7,0,x,x,x,41*,x,x
COc1ccc(NC(=O)c2csc(Cc3ccccc3)n2)cc1,x,-0.4,-2,5,4.7,7.7,10,-29,2
FC(F)(F)c1cccc(N2CCN(c3ccc4nnc(-c5ccccc5)n4n3)CC2)c1,x,-2.1,-3,-1,-0.3,-3.7,7,-6,0
O=C(NNC(=O)c1ccccc1[N+](=O)[O-])c1ccc(NC(=O)c2ccccc2)cc1,-0.3,-1.0,2,0,-1.8,-0.4,-9,-14,-9
COc1ccc(CCC(=O)N/N=C\c2cccs2)cc1,-0.6,-0.3,-4,-1,0.6,-0.2,12,x,5
CC(=O)Nc1ccc(NC(=O)CSc2nnc3ccc(-c4ccc(F)cc4)nn23)cc1,-0.1,-1.7,-4,-2,-1.3,-0.6,-3,1,-5
CC1CC(C)CN(S(=O)(=O)c2ccc(C(=O)Nc3nnc(C4CC4)o3)cc2)C1 (stereo not given),1.5,0.6,1,0,-0.8,0.4,-1,-19,6
Cc1ccc(OCc2cc(C(=O)N3CCN(C4CCCCC4)CC3)no2)cc1C,0.4,0.3,0,-1,-0.7,-20,5,2,4
CNC(=O)CN(C1CCCCC1)S(=O)(=O)c1ccc(OC)c(Cl)c1,x,-0.6,-2,-2,1.8,-0.7,3,0,6
CCCc1cc(=O)oc2cc(OCC(=O)NCCCN3CCOCC3)ccc12,1.9,1.2,-1,5,1.1,-0.3,-11,-10,0
O=c1[nH]c(=S)[nH]cc1Oc1ccc(Br)cc1Br,1.5,0.2,-4,x,-0.7,i,-10,4,2
COc1cccc(/C=N/Nc2nn3cnnc3c3ccccc23)c1O,x,-1.0,-2,-3,-1.8,i,-6,x,10
O=C(Nc1ccc(Cl)c(Cl)c1)N1CC=C(c2ccccc2)CC1,x,1.5,0,5,12,i,-2,15,-9
Cc1ccc2c(C(=O)CCl)c(C)[nH]c2c1,1.8,0.8,-6,-3,1.7,i,-3,-3,-7
CCCc1cc(=O)n2[nH]c(C)c(-c3ccccc3OC)c2n1,0.2,-0.4,-3,x,x,0.4,4,x,7
CCOC(=O)CN1CC23C=CC(O2)C(C(=O)N2CCN(c4ccc(F)cc4)CC2)C3C1=O (stereo not given),-0.7,-0.8,-3,2,0.9,-0.6,-6,2,7
CCOC(=O)N1CCN(S(=O)(=O)c2c(C)cc(C)cc2C)CC1,x,-0.9,1,-3,-0.1,i,-1,-9,4
COc1ccccc1-n1ccnc1SCC(=O)NC1CCCC1,0.6,0.4,-2,0,-0.7,1.1,-2,-4,7
CC(C)(C)OC(=O)NCCc1onc(-c2ccc([N+](=O)[O-])cc2)c1C(=O)O,1.6,-0.7,2,x,x,i,-6,x,2
Cc1nccn1CCC(=O)O,x,0.0,1,0,-0.5,-0.4,-4,-1,-4
OCCSc1nnc(Nc2ccccc2)s1,x,-0.5,6,2,-1.5,i,5,1,-5
CCOc1ccc(NC(=O)CN(c2ccc([N+](=O)[O-])cc2)S(=O)(=O)c2ccccc2)cc1,1.3,0.2,0,4,0.8,-3.3,-3,4,-6
COCCOC(=O)c1c(C)n(C)c2ccc(OC(=O)N3CCOCC3)cc12,x,1.9,5,3,-0.2,-0.2,0,-24&-1,-12
CC(C)C(NS(=O)(=O)c1cccc2nsnc12)C(=O)Nc1nccs1 (stereo not given),0.4,-0.5,-3,3,-0.6,i,-26,0,7
O=C1NCCCc2c1oc1ccc(O)cc21,x,-2.3,-3,1,0.5,-0.2,2,-8,-4
CCNc1nc(NCC)nc(SCCOC(=O)COc2ccc(Cl)cc2Cl)n1,1.0,-1.0,-1,0,-0.5,-0.6,3,-14,8
O=C(COn1nnc2ccc(Cl)cc21)Nc1ccc(F)cc1,0.8,0.8,1,5,0.9,-0.9,1,-2,-6
CCN(CC)S(=O)(=O)c1cc(NC(=O)Cc2ccc(S(=O)(=O)N3CCOCC3)s2)ccc1Cl,0.4,3.1,10,x,0.7,0.9,4,-5,12
CC(C)[C@H](NC(=O)OCc1ccccc1)C(=O)OCC(=O)Nc1ccc(N2CCOCC2)cc1,0.6,-2.8,-2,x,1.8,-5.0,2,21,12
CC(C)OC12Oc3ccccc3C=C1N1CCC2CC1 (stereo not given),x,0.6,3,-2,-1.6,-0.7,-7,-10,5
CC1CCC2(CC1)NC(=O)N(CC(=O)N1CCc3ccccc3C1)C2=O (stereo not given),-0.3,-0.4,1,0,1.3,-0.2,-2,3,4
COC(=O)C1CCC(C)(C(=O)Nc2ccccc2)C1(C)C (stereo not given),x,-0.1,5,-5,0.9,-0.4,6,-7,7
Cc1c(OC(C)C(=O)NCC2CCC(C(=O)O)CC2)ccc2c(-c3ccccc3)cc(=O)oc12 (stereo not given),-0.5,-0.7,-5,2,2.0,-0.2,-3,-6,3
COc1ccccc1C(=O)Nc1ccnn1C1CCN(C(=O)c2ccoc2)CC1,1.4,2.7,-1,3,-0.3,i,2,-1,8
CCOc1ccc(NS(=O)(=O)c2cccc(C(=O)N3CCN(C/C=C/c4ccccc4)CC3)c2)cc1,-2.2,-0.1,-3,x,-1.6,0.8,1,13,18
NC(=O)C[C@@H]1N[C@]2(C(=O)Nc3ccccc32)[C@@H]2C(=O)N(c3cc(C(F)(F)F)ccc3Cl)C(=O)[C@H]12,x,0.9,10,-3,-1.1,-0.3,-1,-1,-5
CS(=O)(=O)c1ccc2nc(N)sc2c1,x,-0.7,0,0,-0.3,i,-3,0&-9,0

# Part of the list above in order of molecular weight, ascending:
SMILES,TcdB GH inh,BoNT A protease,Anthrax LF prot,3CLpro inhibitor,PfHsp40 yeast,BH1578 lux ind,PrPC TRFRET,SSB-PriA inh,Y pestis TopoI
CS(=O)(=O)c1ccc2nc(N)sc2c1,x,-0.7,0,0,-0.3,i,-3,0&-9,0
COCCOC(=O)c1c(C)n(C)c2ccc(OC(=O)N3CCOCC3)cc12,x,1.9,5,3,-0.2,-0.2,0,-24&-1,-12
CCOc1ccc(NS(=O)(=O)c2cccc(C(=O)N3CCN(C/C=C/c4ccccc4)CC3)c2)cc1,-2.2,-0.1,-3,x,-1.6,0.8,1,13,18

# Additional compounds:
SMILES,TcdB GH inh,BoNT A protease,Anthrax LF prot,3CLpro inhibitor,PfHsp40 yeast,BH1578 lux ind,PrPC TRFRET,SSB-PriA inh,Y pestis TopoI
Cc1ccc(S(=O)(=O)c2ncccc2N)cc1,0.3,-0.9,-8,1,0.3,-0.8,2,-9,2
CCN(CCCNC(=O)c1cc2c(-c3cccc(OC)c3)nn(C)c2s1)Cc1ccccc1,1.8,-8.0,-5,-6,-0.4,i,-12,5,-8
Cc1ccc(C)c(CSCc2nc3ccccc3[nH]2)c1,-0.9,-2.1,3,0,-0.1,i,8,-10,-8
COC(=O)C1=C(C)NC(C)=C(C(=O)OCC2CCCO2)C1c1cccc(Cl)c1 (stereo not given),0.2,-0.1,-2,-2,1.5,-0.4,6,-39,21
